High-throughput results from PubChem BioAssay.
Mac1 fbg inh – inhibitors of CD11b/CD18 adhesion to fibrinogen, primary screen, K562 cells, luminescence | actives 0.54% (n = 93,000) | inhibition, % at 10 µM | ATPlite luminescence; Mn2+ added to activate the integrin;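 active = primary inhibition of 50% or more at 10 µM, then 40% or more on retest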; also: some results filed as inactive read as strong as hits
Mac1 fbg enh – enhancers of CD11b/CD18 adhesion to fibrinogen, primary screen, K562 cells, luminescence; Integrin beta-2 (Homo sapiens) + Integrin alpha-M (Homo sapiens), P05107+P11215; ATPlite luminescence; activation, % at 10 µM; actives 0.07% (n = 93,000);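 active = 10 µM primary screen giving 50% or more activity, confirmed by 40% or more on retest at that dose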; also: strong numbers were not always called active; reference of the scale not given here
ERa coact pot – enhancers of ERα–SRC-1 coactivator binding, primary screen, biochemical, TR-FRET, ERα LBD, low estradiol. AID 639, 2007. coactivator binding (% of control), % at 25.6 µM. actives 1.3% (n = 86,000). TR-FRET ERalpha-LBD/SRC-Cy5 coactivator binding, 2 h; 100 = basal binding, no effect. Estrogen receptor (Homo sapiens), P03372; in the data active = activity above about 200%;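 also: binding measured in presence of low estradiol as agonist stimulus; 0% = peptide alone without receptor and 100% = receptor with peptide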
Target sequence (P03372 whole entry, looked up, the tested form may be a part): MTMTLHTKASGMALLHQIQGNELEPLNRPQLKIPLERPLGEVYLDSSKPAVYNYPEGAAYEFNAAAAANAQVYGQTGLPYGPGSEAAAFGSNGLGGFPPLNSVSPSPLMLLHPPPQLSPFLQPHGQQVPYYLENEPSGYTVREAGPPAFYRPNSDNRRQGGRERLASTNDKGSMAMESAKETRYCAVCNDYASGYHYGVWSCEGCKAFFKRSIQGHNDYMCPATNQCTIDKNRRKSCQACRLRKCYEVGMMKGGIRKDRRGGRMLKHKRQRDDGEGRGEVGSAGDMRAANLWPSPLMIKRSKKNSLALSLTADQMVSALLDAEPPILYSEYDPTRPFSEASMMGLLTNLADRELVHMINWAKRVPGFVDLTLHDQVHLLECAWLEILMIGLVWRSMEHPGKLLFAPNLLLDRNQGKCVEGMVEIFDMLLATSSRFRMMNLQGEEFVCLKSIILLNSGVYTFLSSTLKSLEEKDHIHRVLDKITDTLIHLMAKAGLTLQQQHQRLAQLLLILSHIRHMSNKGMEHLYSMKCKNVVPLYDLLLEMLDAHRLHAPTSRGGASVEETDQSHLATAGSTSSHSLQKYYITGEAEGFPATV
ERb coact inh – inhibitors of ERβ-SRC1 coactivator interaction, primary screen, biochemical, TR-FRET, ERβ LBD, SRC-1 peptide. Estrogen receptor beta (Homo sapiens), Q92731. TR-FRET ER-beta LBD / SRC1-Cy5 peptide binding; receptor agonist-loaded with 1 µM estradiol. inhibition, % at 25.6 µM. actives 1.3% (n = 86,000);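 active = compounds whose percent inhibition of the receptor-coactivator binding signal exceeds about 50% in the single-dose screen, limit read from the data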;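 also: 0% = receptor plus peptide wells without compound and 100% = peptide-only wells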
sEH activator – soluble epoxide hydrolase activators, primary screen, biochemical, human sEH | Bifunctional epoxide hydrolase 2 (Homo sapiens), P34913 | purified human sEH enzymatic activity, activator screen | activation, % at 2 µM | actives 0.04% (n = 91,000); in the data active = activation above about 37%; also: values of inactives mirror those of a sister screen read the other way
MT1-MMP txn act – MT1-MMP promoter reporter activation – cell-based, luciferase luminescence, primary screen; HT1080 MT1-MMP promoter luciferase reporter, overnight; hits give high values; actives 0.16% (n = 86,000); activation factor at 10 µM;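 active = activation factor of at least 2 for MT1-MMP transcription at 10 µM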
Calb biofilm kill – clotrimazole potentiators killing Candida biofilms, primary screen, with clotrimazole, Alamar Blue. C. albicans biofilm + clotrimazole. actives 0.14% (n = 85,000). inhibition, % at 6 µM. AID 834, 2007;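 active = inhibition above 20%; inactive = inhibition below 20%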;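 also: preformed 24 hr biofilms exposed to compound for 48 hr; 0% = biofilm without compound and 100% = blank killed by clotrimazole plus chlorhexidine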
Smad3 inh – Smad3/FoxH1 peptide binding inhibitors, primary screen, biochemical, TR-FRET; inhibition, % at 25 µM; TR-FRET Smad3/Dy647-FoxH1 peptide binding, europium anti-His; actives 0.29% (n = 88,000); Mothers against decapentaplegic homolog 3 (Homo sapiens), P84022;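 active = compounds that reduce the energy-transfer binding signal between the protein and its labelled peptide by more than half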;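 also: 0% = Smad3 plus labelled peptide maximal FRET and 100% = peptide-only background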
Target sequence (P84022 whole entry, looked up): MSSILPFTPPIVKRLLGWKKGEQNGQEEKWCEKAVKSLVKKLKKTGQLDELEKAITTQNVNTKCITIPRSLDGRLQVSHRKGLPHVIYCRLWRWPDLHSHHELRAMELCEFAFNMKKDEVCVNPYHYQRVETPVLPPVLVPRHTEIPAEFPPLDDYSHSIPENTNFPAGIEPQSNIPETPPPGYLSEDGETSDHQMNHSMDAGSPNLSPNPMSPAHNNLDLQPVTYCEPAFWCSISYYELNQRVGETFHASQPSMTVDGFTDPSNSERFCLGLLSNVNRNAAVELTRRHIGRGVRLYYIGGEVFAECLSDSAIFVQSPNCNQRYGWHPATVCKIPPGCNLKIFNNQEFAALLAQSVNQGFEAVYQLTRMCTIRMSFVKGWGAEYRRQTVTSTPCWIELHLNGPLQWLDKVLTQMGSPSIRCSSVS
sEH inhibitor – soluble epoxide hydrolase inhibitors, primary screen, biochemical, human sEH; recombinant human sEH enzymatic activity assay; inhibition, % at 2 µM; actives 0.34% (n = 91,000); AID 707, 2007; in the data active = inhibition above about 80%; also: values of inactives mirror those of a sister screen read the other way; many of its hits are not listed in these tables
Numbers without * were called inactive; [ ] = remark or other dose. Not all compounds are listed. The share of hits here may be higher or lower than overall.

`O=C(c1ccc(Cl)s1)N1CCCC1` gave Mac1 fbg inh 4, Mac1 fbg enh -3, ERa coact pot 114, ERb coact inh 4[fluorescence artefact?], sEH activator -7, MT1-MMP txn act 1.1, Calb biofilm kill 3, Smad3 inh 10 and sEH inhibitor 6.
For COc1ccc(OCC(O)CNC(=O)c2ccc(Br)cc2)cc1 (stereo unspecified) the results were Mac1 fbg inh -1, Mac1 fbg enh -3, ERa coact pot 117, ERb coact inh -8, sEH activator 11, MT1-MMP txn act 1, Calb biofilm kill 1, Smad3 inh -6 and sEH inhibitor -8.
For CCOC(=O)C1CCCN(C(=O)c2cncc(Br)c2)C1 (stereo unspecified) the results were Mac1 fbg inh 4, Mac1 fbg enh -5, ERa coact pot 101, ERb coact inh -6[fluorescence artefact?], sEH activator -13, MT1-MMP txn act 1.2, Calb biofilm kill 6, Smad3 inh 12[fluorescence artefact?] and sEH inhibitor 12.
Screening Cc1ccccc1-c1nnc2c3ccccc3c(C)nn12 returned ERa coact pot 112[fluorescence artefact?], ERb coact inh -6, sEH activator 13, MT1-MMP txn act 1.2, Calb biofilm kill -1, Smad3 inh 7 and sEH inhibitor -11.
Screening COC(=O)C1=C(C)NC(=O)C1(NS(=O)(=O)c1ccc(C)cc1)C(F)(F)F (stereo unspecified) returned Mac1 fbg inh -3, Mac1 fbg enh -2, ERa coact pot 120, ERb coact inh 6[fluorescence artefact?], sEH activator -1, MT1-MMP txn act 1.2, Calb biofilm kill 3, Smad3 inh -5 and sEH inhibitor 3.
Screening CCOC(=O)C(NC(=O)N1CCCCC1)(c1ccccc1)C(F)(F)F (stereo unspecified) returned Mac1 fbg inh -8, Mac1 fbg enh -4, ERa coact pot 116, ERb coact inh -8, sEH activator 4, MT1-MMP txn act 1.2, Calb biofilm kill 0, Smad3 inh 0 and sEH inhibitor -6.
Screening O=C(CSc1nc(C2CC2)nc2ccccc12)N1CCc2ccccc2C1 returned Mac1 fbg inh -11, Mac1 fbg enh -4, sEH activator -10 and sEH inhibitor 12.
`CC(=O)NCC1=C(NC(C)=O)C2CC1C(C)(C)C2C` (stereo unspecified) gave Mac1 fbg inh -4, Mac1 fbg enh -3, ERa coact pot 114, ERb coact inh -25[fluorescence artefact?], sEH activator -6, MT1-MMP txn act 1.1, Calb biofilm kill 6, Smad3 inh 8 and sEH inhibitor 6.
For O=C(NCC1CCCO1)C1CCCN(c2ncccn2)C1 (stereo unspecified) the results were Mac1 fbg inh -1, Mac1 fbg enh -4, ERa coact pot 110, ERb coact inh 1, MT1-MMP txn act 1, Calb biofilm kill 2 and Smad3 inh 11.
Cc1ccc(NC(=O)N(CCCN2CCOCC2)Cc2cccnc2)cc1C was read as Mac1 fbg inh -3, Mac1 fbg enh -2, ERa coact pot 129[fluorescence artefact?], ERb coact inh -1[fluorescence artefact?], sEH activator 4, Calb biofilm kill 5, Smad3 inh 15 and sEH inhibitor -5.
For C=CCn1c(SCC(=O)c2cc(C)n(CCOC)c2C)nc2sc(C)c(C)c2c1=O the results were Mac1 fbg inh 11, Mac1 fbg enh -1, sEH activator 6 and sEH inhibitor -6.
For COc1ccc2nc(NC(=O)C3CCCN(S(=O)(=O)c4cccs4)C3)sc2c1 (stereo unspecified) the results were Mac1 fbg inh 2, Mac1 fbg enh 3, ERa coact pot 164, ERb coact inh 4[fluorescence artefact?], MT1-MMP txn act 0.9, Calb biofilm kill -3 and Smad3 inh -14.
`CCC(C)N1C(=O)S/C(=C/c2ccc(Sc3nc4ccccc4[nH]3)o2)C1=O` (stereo unspecified) gave Mac1 fbg inh 26, Mac1 fbg enh -8, sEH activator -8 and sEH inhibitor 10.
Screening Cc1cc(N2C(=O)C(O)=C(C(=O)c3ccco3)C2c2cccnc2)no1 (stereo unspecified) returned Mac1 fbg inh -12, Mac1 fbg enh 1, ERa coact pot 119, ERb coact inh 1, sEH activator 10, MT1-MMP txn act 1, Calb biofilm kill -2, Smad3 inh -9 and sEH inhibitor -7.
CCOC(=O)c1[nH]c(=O)[nH]c1CSCCO was read as Mac1 fbg inh -12, Mac1 fbg enh -2, ERa coact pot 155[fluorescence artefact?], ERb coact inh -12, sEH activator -4, Calb biofilm kill 2, Smad3 inh 1 and sEH inhibitor 3.
Screening CCCn1c2c(c(O)c(C(=O)NC)c1=O)CCCC2 returned ERa coact pot 90, ERb coact inh 1, sEH activator -8, MT1-MMP txn act 1.2, Calb biofilm kill 7, Smad3 inh -2 and sEH inhibitor 10.
Screening Cc1ccc(S(=O)(=O)N2CCCCC2)cc1C(=O)Nc1ccc(N2CCOCC2)cc1 returned ERa coact pot 95, ERb coact inh 0, sEH activator -11, MT1-MMP txn act 1.1, Calb biofilm kill 5, Smad3 inh -2 and sEH inhibitor 14.
CCCCN1C(=O)C2(NNc3ccccc3O2)c2ccccc21 (stereo unspecified) was read as Mac1 fbg inh -4, Mac1 fbg enh 0, sEH activator -4 and sEH inhibitor 5.
For CC1=C(C(=O)Nc2ccc(C)cc2C)C(c2cccs2)NC(=S)N1 (stereo unspecified) the results were Mac1 fbg inh 5, Mac1 fbg enh 0, sEH activator 12 and sEH inhibitor -10.
Cc1ccc(CN2CC(C(=O)O)CC2=O)cc1 (stereo unspecified) was read as Mac1 fbg inh -13, Mac1 fbg enh 7, ERa coact pot 102, ERb coact inh -2, sEH activator 12, MT1-MMP txn act 1.2, Calb biofilm kill 2, Smad3 inh -7 and sEH inhibitor -10.
CS(=O)(=O)N1CCCC(C(=O)NCc2cccs2)C1 (stereo unspecified) was read as Mac1 fbg inh -8, Mac1 fbg enh -2, ERa coact pot 111, ERb coact inh 0, MT1-MMP txn act 1.1, Calb biofilm kill 8 and Smad3 inh 0.
CSc1nc(Oc2ccc3ccccc3c2)c2ccccc2n1 was read as Mac1 fbg inh 52, Mac1 fbg enh -8, sEH activator 5 and sEH inhibitor -2.
Cc1ccc(S(=O)(=O)c2nc(S(=O)(=O)c3ccc(C)cc3)c(NCc3ccco3)s2)cc1 was read as Mac1 fbg inh 15, Mac1 fbg enh 0, sEH activator 10 and sEH inhibitor -12.
Fc1cccc(Nc2nc3ccccc3n3nnnc23)c1 was read as Mac1 fbg inh -1, Mac1 fbg enh -4, ERa coact pot 107, ERb coact inh -4, sEH activator 29, Calb biofilm kill 8, Smad3 inh -1 and sEH inhibitor -31.
For Cc1ccc(NCC(=O)c2ccccc2)cc1Cl the results were Mac1 fbg inh -9, Mac1 fbg enh 3, sEH activator -1 and sEH inhibitor 3.
For CS(=O)(=O)N(CC(=O)Nc1cccnc1)c1ccc2c(c1)OCCO2 the results were Mac1 fbg inh -4, Mac1 fbg enh -2, ERa coact pot 110, ERb coact inh -4, sEH activator 16, MT1-MMP txn act 1.2, Calb biofilm kill 2, Smad3 inh 7 and sEH inhibitor -17.
For Cc1ccc(C(=O)CCC2CCCCC2=O)cc1 (stereo unspecified) the results were Mac1 fbg inh -1, Mac1 fbg enh -3, ERa coact pot 100, ERb coact inh 0, sEH activator 6, MT1-MMP txn act 1.6, Calb biofilm kill 3, Smad3 inh 22 and sEH inhibitor -6.
`CCCc1cc(=O)n2[nH]c(SCc3ccccc3)nc2n1` gave Mac1 fbg inh -7, Mac1 fbg enh -2, ERa coact pot 100, ERb coact inh 8, sEH activator 7, MT1-MMP txn act 1.2, Calb biofilm kill 5, Smad3 inh -2 and sEH inhibitor -7.
CCSc1cc(C)nc2c(-c3ccc(Cl)cc3)c(C)nn12 was read as Mac1 fbg inh -1, Mac1 fbg enh 3, ERa coact pot 118[fluorescence artefact?], ERb coact inh -9, sEH activator -12, MT1-MMP txn act 1, Calb biofilm kill 5, Smad3 inh 20[fluorescence artefact?] and sEH inhibitor 12.
Screening CCOc1cc(N2CCOCC2)c(OCC)cc1NC(=O)c1ccc(=O)n(Cc2ccccc2)n1 returned Mac1 fbg inh -1, Mac1 fbg enh -1, ERa coact pot 102, ERb coact inh 6, MT1-MMP txn act 1.2, Calb biofilm kill 7 and Smad3 inh 0.
Screening COc1cc(/C=C/C(=O)O)cc(S(=O)(=O)NCCCO)c1OC returned Mac1 fbg inh -11, Mac1 fbg enh -2, sEH activator -1 and sEH inhibitor 4.
For CCn1c(=NC(=O)c2ccc(N3C(=O)CCC3=O)cc2)sc2c(OC)ccc(OC)c21 the results were Mac1 fbg inh -16, Mac1 fbg enh 90, ERa coact pot 403*, ERb coact inh 22[fluorescence artefact?], MT1-MMP txn act 1.1, Calb biofilm kill 1 and Smad3 inh -124[fluorescence artefact?].
`CCSC1(SCC)N=C(N)C2(C#N)C(c3ccccc3)NC3=C(CCC3)C12C#N` (stereo unspecified) gave Mac1 fbg inh -18, Mac1 fbg enh 8, ERa coact pot 139, ERb coact inh 0, sEH activator -5, MT1-MMP txn act 1, Calb biofilm kill 5, Smad3 inh 1 and sEH inhibitor 4.
For CSc1nnc(Nc2ccccc2C)s1 the results were Mac1 fbg inh -9, Mac1 fbg enh 2, sEH activator -12 and sEH inhibitor 13.
Screening CCC(C(=O)NC1CCCC1)N(C(=O)Cn1nnc(-c2ccc(C)cc2)n1)C1CCCC1 (stereo unspecified) returned ERa coact pot 95, ERb coact inh 1, sEH activator 1, MT1-MMP txn act 1.2, Calb biofilm kill 3, Smad3 inh 0 and sEH inhibitor 5.
CC(C)NC(=O)COC(=O)c1ccccc1Oc1ccccc1 was read as Mac1 fbg inh 8, Mac1 fbg enh -3, sEH activator 16 and sEH inhibitor -14.
For CCc1c(C)sc(NC(=O)OC)c1C(=O)N1CCOCC1 the results were Mac1 fbg inh -4, Mac1 fbg enh -5, ERa coact pot 100, ERb coact inh -10, MT1-MMP txn act 1, Calb biofilm kill 9 and Smad3 inh 11.
`CCOC(=O)c1ccccc1NC(=O)c1cccnc1` gave ERa coact pot 103, ERb coact inh 8, sEH activator -10, MT1-MMP txn act 1.1, Calb biofilm kill 7, Smad3 inh 1[fluorescence artefact?] and sEH inhibitor 8.
CCCC1C2C(=O)N(c3ccccc3OC)C(=O)C2ON1c1ccccc1 (stereo unspecified) was read as Mac1 fbg inh 20, Mac1 fbg enh -2, ERa coact pot 99, ERb coact inh -2, sEH activator 12, MT1-MMP txn act 1, Calb biofilm kill 12, Smad3 inh 1 and sEH inhibitor -12.
Screening CC1CCCCN1S(=O)(=O)c1ccc(NC(=O)c2cccs2)cc1 (stereo unspecified) returned Mac1 fbg inh 0, Mac1 fbg enh -3, ERa coact pot 93, ERb coact inh -17, sEH activator -75, MT1-MMP txn act 1.2, Calb biofilm kill 6, Smad3 inh 7 and sEH inhibitor 75.

Part of the list above in order of count of non-hydrogen atoms, descending:
Screening CCC(C(=O)NC1CCCC1)N(C(=O)Cn1nnc(-c2ccc(C)cc2)n1)C1CCCC1 (stereo unspecified) returned ERa coact pot 95, ERb coact inh 1, sEH activator 1, MT1-MMP txn act 1.2, Calb biofilm kill 3, Smad3 inh 0 and sEH inhibitor 5.
CSc1nc(Oc2ccc3ccccc3c2)c2ccccc2n1 was read as Mac1 fbg inh 52, Mac1 fbg enh -8, sEH activator 5 and sEH inhibitor -2.
CCSc1cc(C)nc2c(-c3ccc(Cl)cc3)c(C)nn12 was read as Mac1 fbg inh -1, Mac1 fbg enh 3, ERa coact pot 118[fluorescence artefact?], ERb coact inh -9, sEH activator -12, MT1-MMP txn act 1, Calb biofilm kill 5, Smad3 inh 20[fluorescence artefact?] and sEH inhibitor 12.
